OXTR ag: human OXTR agonism. actives 0.32% (n = 320,000). activation, % at 3 µM. P30559. CHO-OTR cells, Fluo-8 calcium fluorescence; normalized: DMSO 0%, oxytocin 100%;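 active = activation above the mean of all tested compounds plus 3 SD, cutoff set per screening run, cut at about 20% in these data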;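 note: peak over basal fluorescence ratio from a 100 s FLIPR kinetic read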
Target sequence (P30559 whole entry, looked up): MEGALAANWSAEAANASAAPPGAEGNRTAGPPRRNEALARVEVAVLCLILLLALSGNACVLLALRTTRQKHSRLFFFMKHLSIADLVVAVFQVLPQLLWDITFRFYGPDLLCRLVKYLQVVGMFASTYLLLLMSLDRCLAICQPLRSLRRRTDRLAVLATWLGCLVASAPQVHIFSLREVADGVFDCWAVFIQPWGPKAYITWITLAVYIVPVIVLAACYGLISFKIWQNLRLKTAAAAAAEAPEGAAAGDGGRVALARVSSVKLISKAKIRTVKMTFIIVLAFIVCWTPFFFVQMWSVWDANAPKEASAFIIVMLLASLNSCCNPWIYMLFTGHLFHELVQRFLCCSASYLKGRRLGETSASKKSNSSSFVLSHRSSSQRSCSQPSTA
PHOSPHO1 inh: blocks human PHOSPHO1 phosphatase activity. Q8TCT1. recombinant PHOSPHO1, absorbance phosphatase assay. inhibition, % at 13.3 µM. actives 1.1% (n = 290,000); in the data active = inhibition above about 60%
Target sequence (Q8TCT1 whole entry, looked up): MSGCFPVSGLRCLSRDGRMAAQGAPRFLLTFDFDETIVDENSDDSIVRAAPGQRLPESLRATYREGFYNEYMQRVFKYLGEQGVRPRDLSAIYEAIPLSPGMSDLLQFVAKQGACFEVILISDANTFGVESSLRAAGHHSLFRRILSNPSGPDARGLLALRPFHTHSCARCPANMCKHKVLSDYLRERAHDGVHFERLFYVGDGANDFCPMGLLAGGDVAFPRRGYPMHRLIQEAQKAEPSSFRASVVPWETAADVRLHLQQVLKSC
PfM18AAP inh: PfM18AAP enzyme inhibition. inhibition, % at 7.35 µM. AID 1822. recombinant PfM18AAP, H-Glu-NHMec fluorogenic cleavage. actives 1.2% (n = 290,000);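 active = inhibition above the campaign mean inhibition over all tested compounds plus 3 SD, cut at about 28% in these data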;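 note: 0% = plate median of test compound wells and 100% = 2 mM ZnCl2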
FID counter: counter-screen for HCV NS3 helicase inhibitors: DNA intercalator displacement; actives 0.17% (n = 290,000); DNA fluorescent intercalator displacement, fluorescence; inhibition, % at 7.9 µM; AID 1845; in the data active = inhibition above about 37%;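 note: 0% = vehicle and 100% = reference compound; higher means more ethidium bromide displaced from hairpin DNA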
NALP1 inh: inhibitors of NALP1 inflammasome in yeast | S. cerevisiae NALP1/ASC/caspase-1 growth, X-gal OD620, 72 h | inhibition, % at 10 µM | actives 0.61% (n = 280,000) | AID 2071; in the data active = inhibition mostly above about 24%, no sharp cut-off; inactive = mostly below about 32%; note: some compounds called inactive have numbers as strong as hits
MEKK3 PB1 HTS: modulators (inhibitors or enhancers) of MEK5 binding to human MEKK3 PB1 domain | Q99759 | bead-based flow cytometry, Alexa488-MEK5 binding to MEKK3; actives lie on both sides; 0 = blocked by unlabeled MEK5, 100 = vehicle | binding response (% of control), % at 10 µM | actives 1.4% (n = 290,000);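 active = binding response more than 3 SD above or below the average of its plate-row segment, actives on both sides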;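 note: Alexa488 bead fluorescence after subtracting the streptavidin-only scavenger bead signal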
MEKK2 mut-MEK5: signal of MEK5 binding to mutant human MEKK2 PB1 domain; bead flow cytometry, Alexa488-MEK5 binding to MEKK2 mutant; percent response, % at 10 µM; actives 0.35% (n = 290,000); AID 1530; in the data active = percent response above about 24%, passing the limit was not always enough; note: inactives centre near 1; some results filed as inactive read as strong as hits; reference of the scale not given here
MEKK2 WT-MEK5: raises or lowers MEK5 binding to wildtype human MEKK2 PB1 domain. bead flow cytometry, Alexa488-MEK5 binding to MEKK2 WT; actives lie on both sides. binding response (% of control), % at 10 µM. AID 1531. actives 1.1% (n = 290,000); in the data active = binding response below about 67% or above about 130%
GPR7 antagonist: antagonists of human GPR7 (neuropeptides B/W receptor 1) | P48145 | GPR7-expressing cells, fluorescence antagonist assay | inhibition, % at 4.4 µM | actives 1.1% (n = 290,000); in the data active = inhibition above about 16%, passing the limit was not always enough;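 note: cells stimulated with the agonist NPW; 0% = agonist with vehicle and 100% = vehicle without agonist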
Target sequence (P48145 whole entry, looked up): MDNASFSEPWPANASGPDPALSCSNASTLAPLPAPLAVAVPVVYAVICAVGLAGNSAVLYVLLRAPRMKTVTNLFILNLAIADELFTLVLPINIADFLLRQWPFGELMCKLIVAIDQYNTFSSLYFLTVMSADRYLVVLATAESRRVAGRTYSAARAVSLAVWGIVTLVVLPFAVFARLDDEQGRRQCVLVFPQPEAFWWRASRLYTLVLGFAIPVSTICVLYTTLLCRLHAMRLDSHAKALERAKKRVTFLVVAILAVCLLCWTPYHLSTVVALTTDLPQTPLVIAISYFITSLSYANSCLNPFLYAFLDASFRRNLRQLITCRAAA
Numbers without * were called inactive; x = no result given; [ ] = dose if it differs, or a comment. Random draw from the library; about 6.2% have a hit in one of these screens.

SMILES | OXTR ag | PHOSPHO1 inh | PfM18AAP inh | FID counter | NALP1 inh | MEKK3 PB1 HTS | MEKK2 mut-MEK5 | MEKK2 WT-MEK5 | GPR7 antagonist
CN1C(C(=O)NCc2cccc(Br)c2)CC2Cn3c(nc4cc5ccccc5cc43)C21 (stereo unspecified) | 5.0 | 44 | x | x | x | 107 | 5 | 102 | x
Cc1ccc2nc(-c3ccc(NC(=O)COCC(=O)O)cc3)sc2c1 | 14 | -10 | 7 | -23 | 4 | 98 | -4 | 99 | -4
O=c1cc(/C=C/c2ccccc2)oc2c1ccc1ccccc12 | -1.0 | -7 | -1 | -11 | 34 | 96 | 1 | 92 | -8
CCCC(=O)Nc1nnc(SCC(=O)N2CCCCC2)s1 | -0.7 | 48 | -1 | -11 | 20 | 91 | -9 | 92 | -7
O=C(Cc1cccs1)Nc1ccc(S(=O)(=O)Nc2ncccn2)cc1 | 0.5 | 28 | 5 | 1 | 8 | 105 | 7 | 111 | -7
CN(C)c1ccc(CNC(=O)CCNS(=O)(=O)c2cc(Br)cnc2N)cc1 | -1.1 | 13 | 14 | -2 | -10 | 103 | 8 | 103 | -4
O=C(NC1CCCCCCC1)c1ccc(F)cc1 | -2.6 | x | -10 | -7 | 10 | 99 | 0 | 101 | -6
O=C(c1cnc(Cl)c(Cl)c1)N1CCC(Cc2ccccc2)CC1 | -2.3 | 32 | -5 | -26 | 4 | 103 | -13 | 88 | 0
COc1cccc2cc(C(=O)NCc3ccc(Cl)cc3)c(=O)oc12 | 0.3 | -9 | 3 | 0 | 37* | 99 | 0 | 98 | -4
CCOC(=O)c1sc(C)c2c1NC(c1ccc(Cl)cc1)NC2=O (stereo unspecified) | -1.2 | 14 | -2 | -3 | -9 | 101 | 5 | 97 | -12
CC(NC(=O)Cc1ccccc1F)c1ccc(F)cc1 (stereo unspecified) | -1.6 | 27 | -8 | 7 | 24 | 104 | -2 | 102 | -5
CC(C)(C)N1C(=O)c2ccc(C(=O)Nc3ccc(C(=O)O)cc3)cc2C1=O | 0.9 | 40 | 6 | -26 | -2 | 102 | 8 | 110 | -10
CCN(CC)c1ccc2cc(NC(=O)CCC(=O)O)c(=O)oc2c1 | 3.5 | 7 | 7 | -10 | -1 | 108 | 10 | 104 | -4
CCC(CC)=NNc1ccc([N+](=O)[O-])cc1[N+](=O)[O-] | 0.5 | 32 | 2 | 1 | 10 | 99 | -2 | 91 | -9
COC(=O)Nc1ccc(S(=O)(=O)NCCCCCC(=O)O)cc1 | -0.2 | 36 | 5 | 3 | 7 | 98 | -10 | 90 | -10
O=C(NCc1ccc2c(c1)OCO2)C1CCC(CNS(=O)(=O)c2cccc3nsnc23)CC1 (stereo unspecified) | 4.3 | -13 | 6 | 0 | -8 | 106 | 1 | 109 | -4
CCOC(=O)CSC1=NC(=O)/C(=C/c2ccc(OC)cc2)S1 | 1.4 | -1 | 21 | -12 | 32 | 96 | -2 | 99 | 29*
Cc1nc(C)c(-c2ccc(SCC(=O)Nc3cccc(F)c3)nn2)s1 | 7.6 | 27 | 2 | -16 | -1 | 104 | 9 | 108 | 14
CC(=O)Nc1ccc(S(=O)(=O)N2CCN(C(C)CCc3ccccc3)CC2)cc1 (stereo unspecified) | 1.1 | 19 | 1 | 6 | -4 | 96 | -2 | 95 | 3
CCOc1ccc2nc(SCC(=O)c3ccc(O)cc3O)sc2c1 | 1.3 | x | 4 | 6 | 22 | 102 | 0 | 100 | 11
CSc1ccccc1NC(=O)C1=CC(c2cccs2)=NS(=O)(=O)N1C | -0.1 | 12 | 7 | -5 | 14 | 98 | -3 | 94 | 7
Cc1cc(C)c2nc(SCC(=O)N(C)C3CCS(=O)(=O)C3)cc(C)c2c1 (stereo unspecified) | 0.0 | 7 | -5 | -5 | -12 | 96 | -6 | 97 | -13
CCOC(=O)C1CCN(C(=O)Nc2cccc(Cl)c2)CC1 | 0.8 | -4 | -3 | -5 | 5 | 95 | -3 | 90 | -13
O=C1C2CCCCC2C(=O)N1c1ccc(NC2CCN(Cc3ccccc3)CC2)c([N+](=O)[O-])c1 (stereo unspecified) | 3.0 | -9 | 18 | 14 | 23 | 94 | -6 | 102 | 5
CCCN1CCN(C2CCCCC2NS(=O)(=O)c2ccc(Cl)cc2)CC1 (stereo unspecified) | 1.2 | 6 | -15 | 13 | 33 | 100 | -7 | 97 | 9
The list goes on.
SMILES | OXTR ag | PHOSPHO1 inh | PfM18AAP inh | FID counter | NALP1 inh | MEKK3 PB1 HTS | MEKK2 mut-MEK5 | MEKK2 WT-MEK5 | GPR7 antagonist
O=c1oc2ccccc2c(N2CCCCC2)c1[N+](=O)[O-] | -0.3 | -7 | -3 | -3 | 39 | 100 | -1 | 99 | -4
CCS(=O)(=O)N1CCN(c2ccc(C(=O)NC34CC5CC(CC(C5)C3)C4)cc2[N+](=O)[O-])CC1 | -0.7 | 0 | 3 | 0 | 35 | 93 | -3 | 91 | -6
COc1ccccc1C1(CC(=O)N2CCCCC2)CCOC(C(C)C)C1 (stereo unspecified) | -2.3 | 5 | -4 | -33 | -9 | 93 | -22 | 84 | 5
Cc1cc(Oc2ccccc2)nc(NCc2ccccc2)n1 | -2.0 | 30 | -12 | -6 | 6 | 98 | -1 | 95 | -2
CCOC(=O)c1ccc(NC(=O)CN(c2ccc(C)cc2)S(=O)(=O)c2c(C)n[nH]c2C)cc1 | 4.2 | 18 | 2 | -19 | 0 | x | x | x | 12
O=C(Nc1nc(-c2ccc(S(=O)(=O)N3CCCCCC3)cc2)cs1)c1cccs1 | 0.1 | 4 | -2 | -9 | 4 | 114 | 3 | 106 | -9
CCCn1c(CCc2ccccc2)nnc1SCC(=O)N1CCCC1 | 3.1 | 21 | 2 | -19 | 24 | 104 | 6 | 105 | -1
COCc1cc(CN2CCCC2)c(O)c2ncccc12 | -0.6 | 29 | 23 | -5 | -12 | 102 | 1 | 103 | -5
Nc1ccc(C(=O)OCC(=O)N2c3ccccc3Sc3ccccc32)cc1[N+](=O)[O-] | 1.3 | -2 | -4 | 4 | 22 | 104 | -1 | 101 | -12
Cc1ccc(N=Nc2cc(C)ccc2O)c(C)c1 | x | 23 | 0 | 3 | 3 | 5.0*[inhibitor] | -42 | 8.0*[inhibitor] | -18
O=C(/C=C/c1ccco1)NC(=S)NNC(=O)c1ccco1 | -0.6 | 24 | 17 | -8 | -8 | 85 | -4 | 93 | -16
CCN(CC)S(=O)(=O)c1cccc(C(=O)OCC(=O)N2CC(=O)Nc3ccccc32)c1 | -0.2 | 15 | -7 | -26 | -2 | 104 | -1 | 99 | -2
CCc1c(C(C)S(=O)(=O)c2ccc(C)cc2)[nH]c(=O)n1-c1ccc(OC(F)(F)F)cc1 (stereo unspecified) | -1.1 | 56 | -19 | -20 | -6 | 96 | 0 | 96 | 1
N/C(=N\OC(=O)c1cccc([N+](=O)[O-])c1)c1cccnc1 | 3.4 | -9 | -1 | 1 | 14 | 106 | 2 | 105 | -11
O=C(CSc1ccc2nnc(-c3ccc(F)cc3)n2n1)N1CCCc2ccccc21 | -1.2 | -21 | -2 | -15 | 15 | 134* | 0 | 102 | -1
CCOc1cc(/C=N/NC(=O)NN(C)c2ncc(C(F)(F)F)cc2Cl)ccc1O | 1.8 | 9 | 11 | -20 | -3 | 103 | -6 | 94 | -7
O=[N+]([O-])c1ccc(N2CCN(c3cccc(Cl)c3)CC2)nc1 | -0.5 | 11 | 8 | 0 | -5 | 93 | -2 | 92 | 51*
CS(=O)(=O)N1CCN(c2ccc(C(=O)NC34CC5CC(CC(C5)C3)C4)cc2[N+](=O)[O-])CC1 | -1.7 | -10 | -5 | -4 | 28 | 98 | 1 | 100 | -12
COCc1ccc(C(=O)N(C)C2CCCN(Cc3ccccc3F)C2)o1 (stereo unspecified) | -0.2 | 19 | 4 | -11 | 25 | 103 | 3 | 101 | -2
O=C(C(=O)N1CCN(c2cccc(Cl)c2)CC1)N1CCCCC1 | -0.4 | -25 | 4 | -19 | 27 | 74 | -18 | 77 | 16
C[C@H](NC(=O)c1nc[nH]c1C(=O)NC1CCN(C(=O)OC(C)(C)C)CC1)C(=O)OC(C)(C)C | -0.9 | 39 | -2 | -13 | 9 | 1.0*[inhibitor] | -44 | -5.0*[inhibitor] | -8
CCOC(=O)COc1c(/C=N\O)cc(Cl)cc1OC | -1.9 | -16 | -2 | 6 | 9 | 96 | -1 | 102 | -4
Cc1ccc(N(CC(=O)N/N=C/c2ccc(OC3CSC3)cc2)S(=O)(=O)c2ccccc2)cc1 | -0.7 | -17 | 3 | -5 | 24 | 102 | -5 | 99 | 0
O=C(NCCCN1CCOCC1)C(Sc1ccccc1)c1ccccc1 (stereo unspecified) | 2.4 | 6 | 4 | 8 | 28 | x | x | x | -3
Oc1c(Cl)cc(Cl)cc1/C=N/c1nc(-c2ccc(Cl)cc2)cs1 | -0.3 | 4 | 2 | -2 | 12 | 100 | 2 | 96 | -10
Other results.
SMILES | OXTR ag | PHOSPHO1 inh | PfM18AAP inh | FID counter | NALP1 inh | MEKK3 PB1 HTS | MEKK2 mut-MEK5 | MEKK2 WT-MEK5 | GPR7 antagonist
O=C(Nc1nnc(CCN2CCCCC2)s1)c1ccccc1Cl | 1.4 | 8 | -3 | 4 | 8 | 90 | -11 | 84 | -7
COc1ccc(N(CC(=O)Nc2cc(C)ccc2C)S(=O)(=O)c2c(C)[nH]c(=O)[nH]c2=O)cc1 | 0.6 | -39 | -1 | -22 | -6 | 101 | -7 | 103 | -3
O=C(NCC1CCN(C(=O)c2c(F)c(F)c(F)c(F)c2F)CC1)c1c(F)c(F)c(F)c(F)c1F | x | 51 | 0 | -31 | -4 | 104 | 2 | 107 | -12
COc1cccc(C2SCC(=O)N2c2ccc(Br)cc2)c1OC (stereo unspecified) | -1.8 | 6 | -3 | -4 | 27 | 97 | -4 | 98 | -1
CCC1CCC(N2CCN(c3ccccc3F)CC2)CC1 (stereo unspecified) | -0.7 | 14 | -4 | 2 | 10 | 109 | 14 | 120 | -8
O=C(N/N=C/c1cccnc1)c1ccccc1[N+](=O)[O-] | 0.2 | -5 | 4 | 2 | 27 | 58*[inhibitor] | -2 | 88 | -7
COc1ccc(C(=O)C2CCCN(C(=O)Cn3ccc(C)n3)C2)cc1OC (stereo unspecified) | -0.9 | 37 | -3 | -10 | 11 | 105 | -7 | 92 | -9
O=C(Nc1ccc2c(c1)OCO2)O[C@@H]1C[C@H]2CCC(=O)N3CC[C@@H](C1)[C@@H]23 | -0.4 | -114 | 5 | -16 | 2 | 101 | 2 | 104 | 1
CN(C)c1ccc(CC(=O)c2nc3ccccc3s2)cc1 | -0.6 | -31 | 6 | 1 | 8 | 93 | 7 | 96 | 5
COc1ccc(OC)c(Cc2nnc(CCC(=O)N3CCCCCC3)o2)c1 | 0.1 | -6 | -8 | -24 | -7 | 103 | -9 | 90 | 0

Source: PubChem BioAssay
